# Assay outcomes deposited in PubChem BioAssay by National Center for Advancing Translational Sciences (NCATS).
# APE1 inh = qHTS Assay for Inhibitors of the Human Apurinic/apyrimidinic Endonuclease 1 (APE1) | hit rate 0.35% among 350,000 | recombinant APE1, TAMRA/BHQ-2 abasic DNA cleavage fluorescence | DNA repair nuclease/redox regulator APEX1 (Homo sapiens), P27695 | Potency, µM (doses to about 65.8 µM), without a hit: at the highest dose activity change, negative = inhibition, usual class: inhibitors;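 also: plate controls were vehicle for no effect and reference inhibitor for full effect; nearly all actives have a fitted effect of over 55% in size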
# Target sequence (P27695 whole entry, looked up): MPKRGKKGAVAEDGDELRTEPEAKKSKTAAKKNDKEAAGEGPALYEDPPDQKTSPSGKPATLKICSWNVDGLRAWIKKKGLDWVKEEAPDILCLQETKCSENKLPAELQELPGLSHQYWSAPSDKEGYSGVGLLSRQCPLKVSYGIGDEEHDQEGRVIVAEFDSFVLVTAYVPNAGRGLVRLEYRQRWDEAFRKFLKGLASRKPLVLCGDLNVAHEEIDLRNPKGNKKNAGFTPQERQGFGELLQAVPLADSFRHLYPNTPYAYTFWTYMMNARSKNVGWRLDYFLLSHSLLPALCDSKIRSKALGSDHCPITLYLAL
#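 Endonuclease cleavage of a quenched abasic-site DNA duplex (50 nM) by APE1 (0.75 nM) was tracked by TAMRA dequenching. Compounds were preincubated with enzyme 15 min at room temperature; data normalized to buffer-only and DMSO wells plus NSC13755 control.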
# BAZ2B inh = qHTS Assay for Inhibitors of BAZ2B; AlphaScreen BAZ2B-H3K14Ac peptide displacement; Potency, µM (doses to about 114 µM), inactives show at the highest dose activity change, negative = inhibition, most hits filed as inhibitors; hit rate 4.4% among 360,000; AID 504333, 2011; also: % is scaled to controls: 0 for no effect and ±100 for the full control effect; nearly all actives have a fitted effect of over 60% in size
#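 BAZ2B (50 nM) with biotin-H3(5-23)K14Ac peptide (50 nM) in PBS pH 7.4, 0.01% Tween-20, preformed 30 min, then compound 30 min at room temperature; top concentration 110uM. AlphaScreen streptavidin donor/nickel chelate acceptor beads (10 ug/mL final), 20 min dark, signal read.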
# POLH inh = qHTS for Inhibitors of Polymerase Eta; DNA polymerase eta (Homo sapiens), Q9Y253; recombinant Pol eta, fluorescent DNA replication assay; Potency, µM (series often up to 114 µM), for the others: at the highest dose activity change, negative = inhibition, most hits filed as inhibitors; hit rate 1.2% among 390,000; AID 588591, 2011; also: % is scaled to controls: 0 for no effect and ±100 for the full control effect
#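 Pol eta at 10 nM preincubated with compounds 15 min at room temperature; reaction started with fluorescent substrate (50 nM final) and read kinetically at 0 and 10 min.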
# Pol iota inh = qHTS for Inhibitors of Polymerase Iota; DNA polymerase iota (Homo sapiens), Q9UNA4; Pol iota fluorescent replication assay, 10 min; Potency, µM (highest dose often 115 µM), without a hit: at the top dose activity, negative = inhibition, hits mostly inhibitors; hit rate 1% among 390,000; AID 588590, 2011
#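 Fluorescent replication assay read twice, at 0 min and 10 min after adding 50 nM (final) substrate. Enzyme (10 nM) and compounds were first incubated 15 min at room temperature; enzyme-free buffer wells were negative controls.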
# G9a inh = qHTS Assay for Inhibitors of Histone Lysine Methyltransferase G9a. Histone-lysine N-methyltransferase EHMT2 (Homo sapiens), Q96KQ7. G9a H3K9 monomethylation, AlphaScreen, 2 h. hit rate 8.8% among 350,000. Potency, µM (top dose mostly 102 µM), without a hit: top-dose activity, negative = inhibition, usual class: inhibitors; also: % is scaled to controls: 0 for no effect and ±100 for the full control effect; nearly all actives have a fitted effect of over 75% in size
# Target sequence (Q96KQ7 913-1193 limits assumed): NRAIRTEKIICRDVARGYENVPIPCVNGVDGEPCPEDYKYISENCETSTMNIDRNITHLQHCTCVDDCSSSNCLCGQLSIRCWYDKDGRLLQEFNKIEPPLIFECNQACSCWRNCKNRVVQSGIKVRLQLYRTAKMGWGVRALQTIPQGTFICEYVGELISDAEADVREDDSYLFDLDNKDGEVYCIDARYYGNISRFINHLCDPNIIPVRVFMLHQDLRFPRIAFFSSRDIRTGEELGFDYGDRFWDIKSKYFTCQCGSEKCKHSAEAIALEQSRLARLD
#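 Signal arises when biotinylated H3K9 peptide, once monomethylated, bridges streptavidin donor and antibody-captured acceptor beads. Enzyme at 20 nM was preincubated 15 min with test compounds; peptide 500 nM and SAM 20 uM then reacted for 2 h.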
# POLK inh = qHTS for Inhibitors of Polymerase Kappa; purified Pol kappa, fluorescent DNA synthesis assay, 10 min; Potency, µM (series often up to 107 µM), inactives show top-dose activity, negative = inhibition, usual class: inhibitors; hit rate 0.53% among 400,000; DNA polymerase kappa (Homo sapiens), Q9UBT6; also: % is scaled to controls: 0 for no effect and ±100 for the full control effect
#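 First, compounds were pin-transferred onto 10 nM Pol kappa. After 15 min at room temperature, substrate was added to 50 nM final. Fluorescence was then measured kinetically at 0 and 10 min.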
# Pol beta inh = qHTS Assay for Inhibitors of DNA Polymerase Beta; P06746; Pol beta primer extension/strand displacement, fluorescence kinetic; Potency, µM (titrated, usually from 114 µM), for the others: at the highest dose activity change, negative = inhibition, usual class: inhibitors; hit rate 1.3% among 340,000; AID 485314, 2010; also: % is scaled to controls: 0 for no effect and ±100 for the full control effect
#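 Kinetic readout of DNA synthesis with strand displacement by Pol beta. Compound and 10 nM enzyme sit 15 min at room temperature; 50 nM substrate starts the reaction, read immediately and at 10 min.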
# BLM helicase inh = qHTS Assay for Inhibitors of Bloom's syndrome helicase (BLM); RecQ-like DNA helicase BLM (Homo sapiens), P54132; AID 2528, 2010; hit rate 0.2% among 350,000; Potency, µM (doses to about 56.1 µM), inactives show at the top dose activity change, negative = inhibition, hits mostly inhibitors; recombinant BLM DNA unwinding, fluorescence dequenching;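 also: plate controls were vehicle for no effect and no enzyme for full effect; nearly all actives have a fitted effect of over 35% in size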
# Apoferritin bind = qHTS Assay for Identification of Novel General Anesthetics. Ferritin light chain (Equus caballus), P02791. hit rate 0.074% among 350,000. AID 485281, 2010. apoferritin/1-aminoanthracene competitive binding, fluorescence. Potency, µM (top dose mostly 77.5 µM), for the others: top-dose activity change, negative = displacement, usual class: inhibitors; also: % is scaled to controls: 0 for no effect and ±100 for the full control effect; nearly all actives have a fitted effect of over 20% in size
# Target sequence (P02791 2-175 limits assumed): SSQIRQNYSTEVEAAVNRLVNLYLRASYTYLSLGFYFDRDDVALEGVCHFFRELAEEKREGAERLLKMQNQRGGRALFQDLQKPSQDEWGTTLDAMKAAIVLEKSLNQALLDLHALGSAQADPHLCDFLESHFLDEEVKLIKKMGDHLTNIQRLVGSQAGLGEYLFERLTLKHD
#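 Read-out: endpoint 1-AMA fluorescence, excitation 380 nm and emission 535 nm, after compounds sit 10 min at room temperature with 10 uM horse-spleen apoferritin in 50% saturated 1-AMA/PBS. Values come from four-parameter Hill fits.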
# * = called active by the depositor; ? = inconclusive; . = not tested or not shown; & = joins results of further samples; [ ] = remark or other dose. Calls follow the shape of the dose curve; as a rule, active = well fitted curve in the direction sought with a large enough effect; inconclusive = small, poorly fitted or top-dose-only effect, or another doubt; inactive = no such curve, though single readings can be large; an effect the other way counts as inactive or inconclusive. Potency is read from the fitted curve at half-maximal effect. Not all compounds are listed; count on the stated rates, not on these rows.
# The line under a structure holds: APE1 inh | BAZ2B inh | POLH inh | Pol iota inh | G9a inh | POLK inh | Pol beta inh | BLM helicase inh | Apoferritin bind
1) Cc1cc(NC(=O)c2cc3ccccc3o2)cc(C)c1OCC(=O)N1CCOCC1
 : 9% | 9% | 0% | 94%[activator] | -35% | -1% | 10% | 1% | 0%
2) CCCc1cc(=O)[nH]c2nnc(SCC(=O)Nc3nnc(SCC)s3)n12
 : 12% | 10% | 0% | 1% | -30% | -4% | . | . | .
3) O=C(CCc1nc2ccccc2c(=O)[nH]1)Nc1nnc(SCc2ccccc2)s1
 : 13% | 2% | ? | 39%[activator] | -40% | -27% | . | . | .
4) O=C(Nc1c(C(=O)N2CCOCC2)cnn1-c1ccccc1)c1cccc(F)c1
 : 17% | -5% | -9% | -5% | 52% | -3% | 8% | -1% | -3%
5) O=C(NCc1ccccn1)c1ccc(-c2ccccc2)cc1
 : 1% | 0% | -11% | 36%[activator] | 1% | -3% | ? | -7% | -6%
6) COc1cccc(C(=O)NC2=NCCS2)c1OC
 : 2% | -1% | -4% | -6%[58.9 µM] | -5%[59 µM] | -14% | -24% | -3% | 0%
7) N=C1C(c2nc(-c3ccc(Cl)cc3)cs2)=C(O)CN1NC(=O)c1ccc(O)cc1
 : 0% | -17% | -18% | -25% | 5%[12.7 µM] | -3% | ? | -8% | -3%
8) Cc1ccc(C(=O)N/C(=C\c2ccc(Cl)cc2)C(=O)NC2CCCCC2)cc1
 : . | 5% | 19% | 7% | 5%[59 µM] | -5% | 24% | -2% | 1%
9) CCOC(=O)c1ccc(NC(=O)N2CCc3ccccc3C2)cc1
 : 30% | 1% | 0% | -5% | 58%[activator] | 4% | 36% | -8% | -23%
10) CCc1cccc(C)c1NC(=O)c1cc(C)oc1C
 : -4% | -10% | 3% | -14% | 5%[59 µM] | -9% | 2% | -3% | -3%
11) CCCCNC(=O)c1sc(=S)n2c1[nH]c(=O)c1ccccc12
 : -3% | 50µM* | ? | -10% | ? | -15% | ? | 0% | -12%
12) O=C(/C=C\c1ccccc1)Nc1nccs1
 : 11% | 2% | -13% | -6% | 14%[59 µM] | 7% | 30% | -11% | 3%
13) Cc1ccc(-c2cc(C(=O)Nc3cc(C)ccc3C)[nH]n2)c(O)c1
 : 20% | 1% | -4% | 6% | 18%[59 µM] | -1% | 29% | -12% | 4%
14) COc1ccccc1CNC(=O)CN1C(=O)CSc2ccc(S(=O)(=O)N(C)C)cc21
 : . | 4% | -4% | -1% | 6%[59 µM] | 0% | -2% | 1% | -9%
15) CN(C)CCNC(=O)C1CCN(c2ncnc3c2nc2n3CCCCC2)CC1
 : . | 2% | -10% | 12% | -10%[59 µM] | -28% | 4% | 4% | 33%[activator]
16) C/C(=N\NC(=O)CN1CCOCC1)C(C)(C)C
 : 2% | -5% | -13% | ? | 7%[59 µM] | -11% | 4% | 3% | -9%
17) CCn1nnnc1SCC(=O)NC1CCCC1
 : 16% | ? | -14% | 1% | -9%[0.501 µM] | 4% | 10% | -4% | -3%
18) Cc1cc(NC(=O)C(C)SCC(=O)OCc2ccc(Cl)cc2Cl)no1 (stereo not drawn)
 : -11% | 14% | -3% | 1% | -4%[12.7 µM] | -13% | . | . | .
19) Cc1ccc(OCC(=O)Nn2cnc3ccccc32)cc1
 : -6% | ? | -14% | 1% | -49%[59 µM] | 1% | 3% | 6% | -6%
20) Cn1c(=O)c(C(=O)CN2CCN(S(=O)(=O)c3ccccc3)CC2)c(N)n(Cc2ccccc2)c1=O
 : 3% | 3% | -20% | -1% | 12%[59 µM] | -9% | 35% | 0% | -1%
21) O=C(C[n+]1ccc2ccccc2c1)c1ccc(NC(=O)c2ccccc2)cc1
 : -1% | -11% | -12% | 104%[activator] | ? | -20% | 3% | 1% | -23%
22) CCOc1ccc(/C=C/c2nc3ccccc3n2S(=O)(=O)c2ccc(Br)cc2)cc1
 : . | . | -3% | -11% | -3%[59 µM] | 4% | 46% | -7% | -2%
23) COc1cccc(C(=O)NCC(=O)N/N=C/c2c(C)[nH]c3ccccc23)c1
 : 52%[activator] | -19% | -3% | 2% | 41% | -18% | -12% | 0% | ?
24) COc1cc(-c2nnc(SCC(=O)N3CCOCC3)o2)cc(OC)c1OC
 : 10% | -5% | -8% | 112%[activator] | 40µM* | 4% | -3% | -4% | 3%
25) O=c1[nH]c(CN2CCN(Cc3ccc4c(c3)OCO4)CC2)nc2ccccc12
 : -1% | 34%[activator] | -6% | 8% | 6%[59 µM] | -2% | 9% | 6% | 48%[activator]
26) CCCCS(=O)(=O)c1oc(-c2ccc(F)cc2)nc1S(=O)(=O)c1ccccc1
 : . | -1% | -14% | ? | ? | -30% | -2% | -4% | ?
27) O=C(c1ccccc1F)N1CCN(Cc2ccc3c(c2)OCO3)CC1
 : 21% | 45µM* | 3% | 150%[activator] | -5%[0.501 µM] | -8% | 15% | 0% | -4%
28) CC(C)CCn1c(Oc2ccc(Cl)cc2)nc2c1c(=O)n(C)c(=O)n2C
 : 1% | ? | 2% | 1% | -10%[59 µM] | -10% | 11% | -5% | -4%
29) NC(=O)N/N=C/c1ccc([N+](=O)[O-])o1
 : ? | 1% | -12% | -7% | -33%[59 µM] | 4% | . | 8%&6% | 0%
30) COc1ccccc1NC(=O)NN1CCCCC1
 : 50% | 6% | -16% | -1% | 21% | 1% | 7% | -4% | -4%

# Later entries:
no.	SMILES	APE1 inh	BAZ2B inh	POLH inh	Pol iota inh	G9a inh	POLK inh	Pol beta inh	BLM helicase inh	Apoferritin bind
31	CCOC(=O)c1ccc(NS(=O)(=O)c2ccc(-c3coc(C)n3)cc2)cc1	25%	-4%[57.1 µM]	-2%	16%	25%	3%	-3%	-1%	-9%
32	Cc1nnc(SCc2ccc(F)cc2)s1	16%	15%	-1%	16%	-1%[12.7 µM]	1%	20%	-2%	?
33	COc1ccc(CCNC(=O)CN2CCN(Cc3ccccc3F)C2=O)cc1OC	-4%	-2%	-12%	64%[activator]	13%[59 µM]	-14%	8%	1%	-3%
34	CCn1c(=O)c(C(=O)NCc2ccc(OC)c(OC)c2)c(O)c2ccccc21	5%	-34%	-9%	14%	9%	0%	-26%	-5%	-14%
35	CCOc1ccc(S(=O)(=O)Nc2ccccc2C(=O)N(C)C2CCN(C)CC2)cc1	6%	-6%	-6%	26%	4%[12.7 µM]	12%	.	.	.
36	CN(C)c1ccc(NC(=O)Cc2ccccc2)c2ccccc12	16%	?	-7%	11%	-20%	2%	13%	-5%	-17%
37	Cc1ccc(CN(C)C(=O)c2cc(Br)c(Br)s2)o1	20%	3%	-3%	?	45µM*	-13%	-14%	-5%	-8%
38	O=C(NCc1ccc2c(c1)CCN2C(=O)c1ccncc1)c1ccc(Cl)cc1	.	-9%	-4%	9%	5%[59 µM]	-3%[60.1 µM]	19%	-4%	-5%
39	CCC(c1ccccc1)c1nc(-c2ccccn2)no1 (stereo not drawn)	-2%	25%	-22%	2%	-3%[59 µM]	-1%	-23%	-1%	?
40	CC(=O)c1cccc(NC(=O)NNC(=O)c2ccc(Cl)cc2Cl)c1	0%	2%	-25%	124%[activator]	?	-8%	-5%	-3%	?
41	CC(C)(C)c1ccc(C(=O)NC2CCS(=O)(=O)C2)cc1 (stereo not drawn)	9%	6%	-13%	-6%	25%	-16%	53%	1%	-5%
42	Cc1ccccc1CS(=O)(=O)Cc1ccc(C(=O)NCc2ccccn2)o1	6%	50µM*	2%	5%	40%[0.501 µM]	-22%	23%	0%	-12%
43	CCN(C(=O)CSc1nc2nc(C)cc(C)n2n1)c1cccc(C)c1	-4%	11%	-6%	-3%[58.9 µM]	-9%[59 µM]	-5%	37%	-2%	-10%
44	CCn1c(SCC(=O)N2CCCc3ccccc32)nnc1-c1ccco1	-1%	4%	-14%	7%	9%	-1%	0%	0%	-22%
45	COc1ccc(OC)c(S(=O)(=O)N(C)CC(=O)N2CCN(c3ccc(F)cc3)CC2)c1	-3%	0%	-6%	-16%	?	-4%	3%	3%	1%
46	O=c1c2ccccc2nnn1CSc1nnc2sc3ccccc3n12	-10%	-4%	.	.	7.1µM*	.	-5%	1%	-4%
47	COC(=O)c1ccc(CSc2nc(-c3ccccc3)cs2)o1	-1%	93%[activator]	-17%	?	-3%[59 µM]	-11%	-1%	-6%	?

# Exported as labelled records: part of the list above
8. Cc1ccc(C(=O)N/C(=C\c2ccc(Cl)cc2)C(=O)NC2CCCCC2)cc1
  APE1 inh: .
  BAZ2B inh: 5%
  POLH inh: 19%
  Pol iota inh: 7%
  G9a inh: 5%[59 µM]
  POLK inh: -5%
  Pol beta inh: 24%
  BLM helicase inh: -2%
  Apoferritin bind: 1%
12. O=C(/C=C\c1ccccc1)Nc1nccs1
  APE1 inh: 11%
  BAZ2B inh: 2%
  POLH inh: -13%
  Pol iota inh: -6%
  G9a inh: 14%[59 µM]
  POLK inh: 7%
  Pol beta inh: 30%
  BLM helicase inh: -11%
  Apoferritin bind: 3%
11. CCCCNC(=O)c1sc(=S)n2c1[nH]c(=O)c1ccccc12
  APE1 inh: -3%
  BAZ2B inh: 50µM*
  POLH inh: ?
  Pol iota inh: -10%
  G9a inh: ?
  POLK inh: -15%
  Pol beta inh: ?
  BLM helicase inh: 0%
  Apoferritin bind: -12%
